High-throughput results deposited in PubChem by several laboratories.
Keap1 Nrf2 FP: inhibitors of human Keap1-Nrf2 protein-protein interaction; Keap1 Kelch-Nrf2 peptide fluorescence polarization, 1536-well; inhibition, % at 9.4 µM; hit rate 0.15% among 340,000; Q14145; in the data active means inhibition above about 12%; inconclusive means no clear call, values can overlap the other calls; inactive means below about 7.3%;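 further: human Keap1 Kelch domain with fluorescein labeled Nrf2 9mer peptide probe; 0% = neutral control wells and 100% = peptide positive control; higher means more block of Keap1 binding to Nrf2 peptide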
LANA DNA inh: KSHV C-LANA DNA binding inhibition; MBP-C-LANA/FAM-LBS DNA binding, fluorescence polarization; hit rate 0.078% among 340,000; inhibition, % at 9 µM; AID 504423;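 active means highest replicate inhibition at or above 60% at 9 µM, even if other replicates fall short; inactive means all replicates below 60% inhibition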;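 further: 0% = neutral control wells and 100% = 4 µM acridine orange control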
SR-BI uptake up: enhances SR-BI lipid uptake from DiI-HDL. CHO ldlA[mSR-BI] cells, DiI-HDL uptake fluorescence, 3 h; 100 = double the neutral-control signal. activation, % at 12.5 µM. hit rate 0.096% among 320,000;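 active means mean replicate activation of at least 60% and every replicate at or above 60%; inconclusive means mean or all-replicate condition met, but not both; inactive means mean below 60% and not all replicates reaching 60%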;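 further: 0% = median plate neutral-control signal and 100% = twice that signal; values of inactives mirror those of a sister screen read the other way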
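Material: SR-BI-overexpressing, LDLR-lacking CHO cells | Dosing: Single compound concentration, delivered by pin transfer | Probe or stimulus: Labelled HDL, 10 µg/mL | Signal: Bottom-read cell fluorescence after medium removal, ex 550/em 595 nm | Schedule: 3 h, 37 °C | Evaluation: HDL uptake via cellular fluorescence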
SR-BI HDL uptake: mouse SR-BI HDL lipid transfer inhibition; hit rate 0.96% among 320,000; ldlA[mSR-BI] CHO cells, DiI-HDL uptake fluorescence, 3 h; AID 488896; inhibition, % at 12.5 µM; Q61009;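 active means mean replicate inhibition of at least 70% and a set share of replicates each scoring 70 or more; inconclusive means meets just one of the two criteria; inactive means fails both criteria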;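 further: 0% = median of neutral control wells and 100% = median of positive control wells; values of inactives mirror those of a sister screen read the other way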
PvdQ acylase: P. aeruginosa PvdQ acylase inhibition. purified PvdQ acylase, fluorescence plate reader. inhibition, % at 10 µM. hit rate 0.063% among 340,000. AID 488965; in the data active means inhibition above about 30%, passing the limit was not always enough; inconclusive means no clear call, values can overlap the other calls;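 further: 0% = vehicle neutral wells and 100% = reference inhibitor wells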
NSD2 HMT inh: inhibitors of human histone methyltransferase NSD2; O96028; NSD2 peptide methylation, AlphaScreen, 120 min; inhibition, % at 12.5 µM; hit rate 0.54% among 310,000; AID 743445; in the data active means inhibition above about 50%
Target sequence (O96028 whole entry, looked up): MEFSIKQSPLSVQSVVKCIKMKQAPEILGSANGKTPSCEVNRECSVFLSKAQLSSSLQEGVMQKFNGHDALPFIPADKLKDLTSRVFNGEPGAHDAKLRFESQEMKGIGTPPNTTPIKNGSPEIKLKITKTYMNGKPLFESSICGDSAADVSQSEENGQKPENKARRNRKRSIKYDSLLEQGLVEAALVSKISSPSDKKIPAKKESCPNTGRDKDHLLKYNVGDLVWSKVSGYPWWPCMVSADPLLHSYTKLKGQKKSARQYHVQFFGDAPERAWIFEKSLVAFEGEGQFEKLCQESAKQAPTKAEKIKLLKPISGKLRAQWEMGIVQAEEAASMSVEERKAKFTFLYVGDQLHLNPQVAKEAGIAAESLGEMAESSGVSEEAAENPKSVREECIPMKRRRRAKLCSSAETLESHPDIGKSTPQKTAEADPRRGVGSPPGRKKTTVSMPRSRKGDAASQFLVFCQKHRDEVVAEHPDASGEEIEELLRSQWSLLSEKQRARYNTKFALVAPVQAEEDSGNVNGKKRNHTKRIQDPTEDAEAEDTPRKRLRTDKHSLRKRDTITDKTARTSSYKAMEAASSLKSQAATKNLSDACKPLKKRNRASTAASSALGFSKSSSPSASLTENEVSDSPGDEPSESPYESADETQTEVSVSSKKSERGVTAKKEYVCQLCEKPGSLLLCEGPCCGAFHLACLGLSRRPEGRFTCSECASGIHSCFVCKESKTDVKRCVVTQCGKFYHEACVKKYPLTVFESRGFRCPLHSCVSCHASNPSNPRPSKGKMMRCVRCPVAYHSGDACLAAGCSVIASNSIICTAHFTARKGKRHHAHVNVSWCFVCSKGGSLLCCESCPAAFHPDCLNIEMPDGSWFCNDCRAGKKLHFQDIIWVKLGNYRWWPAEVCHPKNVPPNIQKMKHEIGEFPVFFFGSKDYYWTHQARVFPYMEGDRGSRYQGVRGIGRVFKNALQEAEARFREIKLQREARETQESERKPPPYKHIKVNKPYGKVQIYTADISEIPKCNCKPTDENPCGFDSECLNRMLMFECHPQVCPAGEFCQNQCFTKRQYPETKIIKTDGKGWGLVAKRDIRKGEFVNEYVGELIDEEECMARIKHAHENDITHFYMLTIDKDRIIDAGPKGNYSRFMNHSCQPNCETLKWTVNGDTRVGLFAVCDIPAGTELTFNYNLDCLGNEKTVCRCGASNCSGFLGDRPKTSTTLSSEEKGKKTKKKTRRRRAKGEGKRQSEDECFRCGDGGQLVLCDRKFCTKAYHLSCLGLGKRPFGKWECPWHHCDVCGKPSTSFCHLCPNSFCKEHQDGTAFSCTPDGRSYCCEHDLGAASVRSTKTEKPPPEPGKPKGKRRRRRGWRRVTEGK
Arr AP2 block: blocks beta-arrestin peptide binding to AP2 adaptin. FITC-arrestin peptide / GST-AP2 beads, flow cytometry; AP2 beta2 appendage carries R879A mutation. hit rate 0.31% among 340,000. inhibition, % at 10 µM;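 active means inhibition above a set limit, near 3 SD of compounds lacking own fluorescence, cut at about 54% in these data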;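 further: plate controls were DMSO wells for no effect and 5 µM unlabelled arrestin peptide for full effect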
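Test system: GST-tagged AP2 beta2-adaptin appendage (R879A) on 4 µm glutathione beads; also added: fluorescein-tagged arrestin peptide at 50 nM final; timing: 12 min plus 1 h, RT; signal: flow cytometry, FL1 (488/535 nm); read-out: percent drop in bead-associated FITC signal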
PKA-R2B activ: activates the human PKA-R2B holoenzyme complex | hit rate 0.079% among 340,000 | P22694+P31323 | PKA-R2B holoenzyme dissociation, Cy5-IP20 fluorescence polarization; R2B truncated from residue 108, S112A mutant; 0% DMSO only, 100% 113 µM cGMP | activation, % at 11.4 µM | AID 504700;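 active means activation above a cutoff set at the mean over all compounds plus 3 SD, cut at about 18% in these data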;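 further: higher means more holoenzyme dissociation and a rise in polarization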
Cardiac RTF inh: cardiac RTF calcium desensitization; hit rate 0.12% among 340,000; P19429+P45379; IANBD-labeled cardiac RTF, Ca2+ fluorescence; inhibition, % at 7.15 µM;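 active means inhibition above the mean inhibition of all tested compounds plus 3 SD, cut at about 17% in these data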;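 further: assay run at fixed EC70 calcium of 1.6 mM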
DAGLB inhibitor: blocks human DAGLB lipase activity; Q8NCG7; HEK293T DAGLB membrane lysate, EnzChek fluorogenic substrate; inhibition, % at 5.17 µM; hit rate 0.059% among 340,000; in the data active means inhibition above about 34%;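 further: 0% = enzyme with vehicle and 100% = wells lacking enzyme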
An asterisk follows results filed as active; ? = inconclusive; nt = not tested or not shown.

SMILES	Keap1 Nrf2 FP	LANA DNA inh	SR-BI uptake up	SR-BI HDL uptake	PvdQ acylase	NSD2 HMT inh	Arr AP2 block	PKA-R2B activ	Cardiac RTF inh	DAGLB inhibitor
CCCCSc1nnc(NC(=O)CCc2ccccc2)s1	-6	-3.6	nt	nt	-13	2	-1	1	-2	-2
C=CCNCCCCOc1ccccc1-c1ccccc1	-3	-1.9	6	-6	-12	47	3	5	2	-2
C=CCC1(C#N)C(SC)=NC2=C(C(=O)CC(C)(C)C2)C1c1ccc(Br)cc1 (centres undefined)	5	1.3	3	-3	-4	1	-9	-7	12	-6
COc1cccc(CC(=O)OCC(=O)NCCc2ccc(F)cc2)c1	0	0.3	2	-2	-3	-1	18	-6	-5	0
CC(NC(=S)Nc1c(Cl)cccc1OC(F)F)C(C)(C)C (centres undefined)	-5	1.1	-3	3	-13	-4	7	-1	-7	0
O=C(COc1ccc(F)cc1Cl)Nc1cccc(S(=O)(=O)N2CCCCCC2)c1	-6	-0.9	-8	8	8	0	1	0	0	-8
COc1cc(NC(=O)C2CCN(S(=O)(=O)c3cccs3)CC2)cc(OC)c1	-7	-2.2	-14	14	12	1	-4	-1	-1	-1
Cc1cc(NC(=O)C(C)SCC(=O)Nc2ccccc2N2CCCC2)no1 (centres undefined)	-4	-0.6	-18	18	-11	1	5	6	0	-3
COc1ccc(Nc2ccc(N3C(=O)CCCC3=O)cc2[N+](=O)[O-])c(OC)c1	2	0.1	-13	13	-3	12	9	8	-2	13
COc1cccc(/C=N/NC(=O)c2c(-c3ccccc3)noc2C)c1OC	0	0.6	20	-20	-7	0	-1	3	2	0
Cc1cc(NS(=O)(=O)c2ccc(NC(=O)C(CC(C)C)N3C(=O)c4ccccc4C3=O)cc2)nc(C)n1 (centres undefined)	-4	-1.1	2	-2	14	-4	6	5	0	5
S=C(NCc1ccc2[nH]c3c(c2c1)CCCC3)Nc1ccccc1	0	-0.4	-36	36	-13	nt	-1	-14	-10	2
Cc1ccc(N/C=C/C(=O)c2ccc(C)cc2)cc1	-7	1.4	-3	3	-9	1	-6	-9	0	-7
O=C(NCc1ccccc1)c1cccc(COc2ccc3c(c2)CCC3)c1	-1	-0.1	11	-11	-9	-1	-4	-13	-9	-15
Cc1ccc(NS(=O)(=O)c2ccc(C(C)C)cc2)cc1S(=O)(=O)N1CCOCC1	1	0.7	-5	5	-11	1	-6	2	-6	-1
Cc1cccc(C(=O)Nc2ccccc2C(=O)NCc2cccnc2)c1	-4	-0.1	17	-17	-4	-2	-2	3	-9	1
COc1ccc(NC(=O)c2cc([N+](=O)[O-])nn2Cc2ccccc2)c(C)c1	1	-1.7	-30	30	1	0	-13	-2	-3	-2
CCc1nc2c3cnn(-c4cc(Cl)ccc4C)c3ncn2n1	-5	-1.4	nt	nt	3	-1	5	-3	-8	-4
CCOC(=O)C1CCN(C(=O)COC(=O)C2CCN(S(=O)(=O)c3ccc(C)c(C)c3)CC2)CC1	-2	-1.4	-3	3	0	-13	37	1	3	-1
O=C(Cc1ccc([N+](=O)[O-])cc1)Nc1cccc(C(F)(F)F)c1	-1	-0.2	-13	13	-5	1	14	6	-2	0
CN1c2ccccc2N(C)C1c1c(O)ccc2ccccc12	-6	-0.2	12	-12	0	4	-4	-3	-4	0
Cc1ccccc1OCC(=O)O/N=C(\N)Cc1ccc(Cl)cc1	5	-0.3	30	-30	-12	0	-7	-3	3	-25
CC[n+]1c(/C=C(\C)SC)sc2ccccc21	-8	1.7	6	-6	1	6	-5	-1	-2	2
COCn1c(COc2ccc3ccccc3c2)nc2ccccc21	-4	-0.4	-18	18	-12	0	-1	-1	0	-5
CC(C)=N/N=C1/NC(=O)C(Cc2ccccc2)S1 (centres undefined)	-5	-0.9	7	-7	-5	-1	-7	-4	-4	1
CCC(=O)Nc1c(C#N)c2nc3ccccc3nc2n1C1CCCCC1	-1	-1.1	12	-12	-5	0	75*	-2	2	3
COc1cc(-c2nnc(-c3cc(-c4ccccc4)nc4ccccc34)o2)cc(OC)c1OC	0	-0.4	-72	?	5	-3	5	-9	1	-2
O=C(Cn1cnc2c(cnn2-c2ccccc2)c1=O)NCCc1ccccc1	-2	-1.0	26	-26	-19	-1	-1	5	-18	-5
Cc1c(OCC(=O)NCCN2CCOCC2)ccc2c1oc(=O)c1ccccc12	-1	-3.0	-10	10	-18	-2	4	-9	-10	-2
COc1ccccc1NC1=C(C)C(=O)CC1	-2	0.2	12	-12	-2	1	1	0	-7	-6
Cc1ccc(S(=O)(=O)N2CCOCC2)cc1NC(=O)COC(=O)c1ccc(Cl)s1	4	0.7	-4	4	-5	-2	1	-5	5	-1
CNC1(C(N)=O)CCNCC1	2	1.6	14	-14	-2	1	23	4	0	-3
O=C(N[C@@H](CCC/[N+]([O-])=C/c1ccccc1)C(=O)O)OCc1ccccc1	1	-1.7	9	-9	-18	nt	-20	-1	0	-1
CCCCC(=O)Nc1ccc(NC(=O)c2ccc([N+](=O)[O-])cc2Cl)cc1OC	0	-0.1	-54	54	-11	0	2	0	-9	1
COc1ccc(N(CC(=O)N/N=C/c2ccc(OC)c(OC)c2)S(=O)(=O)c2ccccc2)cc1	-4	-1.2	-27	27	-15	-1	-5	-5	-11	-2
COc1cccc(C2CC(c3c(F)cccc3Cl)n3nc(N)nc3N2)c1 (centres undefined)	4	-0.3	-3	3	-9	-1	-15	3	-9	4
Cc1onc(-c2ccccc2Cl)c1C(=O)Nc1ccccc1O	-2	0.3	nt	nt	12	-1	8	1	1	-2
CC(C)(C)NC(=O)C(c1ccc(F)cc1)N(Cc1ccco1)C(=O)CCC(=O)Nc1ccccn1 (centres undefined)	4	-0.8	nt	nt	-10	-2	-2	7	7	0
COc1ccc(OC)c(S(=O)(=O)N2CCC(C(=O)NCCc3ccccc3)CC2)c1	3	1.3	-4	4	-8	nt	0	-4	10	1
O=[N+]([O-])c1cccc(-c2c[n+]3c(n2-c2ccccc2)SCC3)c1	-1	0.5	12	-12	-20	0	9	0	-6	-1
Cc1ccc(NC(=O)CSCc2cc(=O)n3cc(C)sc3n2)cc1	-5	-1.4	-2	2	-22	1	-14	-10	-4	0
COc1cccc2cc(-c3cc(=O)oc4ccc(OCC(C)=O)cc34)oc12	0	-0.5	-46	46	-8	-2	0	0	6	-2
Cc1ccc(NC(=O)C2CCN(S(=O)(=O)c3ccc4c(c3)NC(=O)CO4)CC2)cc1C	0	-0.3	17	-17	0	0	11	-5	0	2
CC(C)c1nc(CN2CCCCC2)cc(=O)[nH]1	0	-0.4	21	-21	0	1	-26	nt	nt	nt
COc1ccccc1CN1CC(C(=O)NCc2cc(C(C)C)no2)CCC1=O (centres undefined)	-1	0.4	20	-20	9	-3	50	2	-5	1
COc1ccc(C=O)cc1CSc1nnc(COc2cccc3cccnc23)o1	-2	0.6	-27	27	-12	-1	-7	3	-7	-3
Cc1cc(C)n2c(SCC(=O)Nc3cccc(S(N)(=O)=O)c3)nnc2n1	-5	6.2	-8	8	-6	2	8	-2	2	1
CN(CC(=O)Nc1cc(C(F)(F)F)ccc1-n1cncn1)Cc1ccccc1N1CCOCC1	41*	19	-12	12	-11	-2	8	12	-6	-1
Cc1cc(C)n2nc(CNS(=O)(=O)c3ccc(C)c(C)c3)nc2n1	-2	-1.4	0	0	-12	nt	12	1	-8	-1
NC(=O)c1cccc2c1C(=O)N(C1CCCCC1)C2	0	0.8	18	-18	6	nt	9	-3	-5	2
CC(=O)N1c2ccc(S(=O)(=O)N3CCC(C(=O)NC(C)c4ccccc4)CC3)cc2CC1C (centres undefined)	-1	0.3	-2	5	-13	nt	-3	-8	1	-3
Cc1ccnc(NC(=O)C2CCN(S(=O)(=O)c3ccc(Cl)c(C(F)(F)F)c3)CC2)c1	2	-0.1	-1	1	0	15	28	1	-6	-4
O=C(Nc1cccc(-c2cn3ccccc3n2)c1)c1cccc(Cl)c1	-5	-2.8	-63	63	-15	nt	-6	-4	-4	-1
COc1ccc(/C=C/C2=NC(=C\N(C)C)/C(=O)O2)cc1	1	1.4	-22	22	-3	1	-1	-10	4	-2
COCCN(C(=O)CSc1ccc2c(c1)OCCO2)c1c(N)n(CC(C)C)c(=O)[nH]c1=O	2	-0.1	20	-20	3	-1	21	2	0	0
Cc1c(NC(=O)CSc2nnc(-c3ccncc3)o2)c(=O)n(-c2ccccc2)n1C	2	-1.0	35	-35	-13	22	-30	-5	-7	0
CC(C)(O)C#Cc1ccc([C@@H]2C[C@H]3CN(c4ccccc4)C(=O)[C@]34CCCN24)s1	-8	0.9	-13	13	0	3	-14	4	-6	2
OC(COCC1COc2ccccc2O1)CN1CCN(c2ccc(F)cc2)CC1 (centres undefined)	4	-0.1	12	-12	8	1	-1	-1	2	0
O=C(N[C@@H](c1ccccc1)[C@H](O)c1ccccc1)[C@@H]1CCCN1C(=O)OCc1ccccc1	-1	1.2	3	-3	-4	nt	-4	-9	-7	-5
O=C(NCc1ccncc1)C(=O)NCC(c1ccco1)N1CCN(c2ccc(F)cc2)CC1 (centres undefined)	-7	-1.5	-16	16	21	0	-4	-2	-5	2

Shown as a hit in Keap1 Nrf2 FP, of those listed so far:
Compound	Keap1 Nrf2 FP	LANA DNA inh	SR-BI uptake up	SR-BI HDL uptake	PvdQ acylase	NSD2 HMT inh	Arr AP2 block	PKA-R2B activ	DAGLB inhibitor
CN(CC(=O)Nc1cc(C(F)(F)F)ccc1-n1cncn1)Cc1ccccc1N1CCOCC1	41*	19	-12	12	-11	-2	8	12	-1

(further entries)
SMILES	Keap1 Nrf2 FP	LANA DNA inh	SR-BI uptake up	SR-BI HDL uptake	PvdQ acylase	NSD2 HMT inh	Arr AP2 block	PKA-R2B activ	Cardiac RTF inh	DAGLB inhibitor
C/C(CC(=O)Nc1ccc(N(C)C)cc1)=N\NC(=O)c1ccccn1	1	-2.2	-7	7	-11	3	34	-7	5	3
O=C(CCl)N1N=C(c2ccco2)CC1c1cccs1 (centres undefined)	-3	-1.2	9	-9	13	nt	30	4	-10	4
O=C(c1cccc(Cl)c1)N1CCC(=O)N(C(COCc2ccccc2)Cc2ccccc2)CC1 (centres undefined)	-1	0.6	26	-26	-3	nt	2	-18	1	-5
COc1cccc(NC(=S)NNC(=O)C(C)n2nc(C)c([N+](=O)[O-])c2C)c1 (centres undefined)	-2	-1.8	-4	4	14	-1	29	-5	-6	2
O=C(CNC(=O)c1ccc(OC(F)F)cc1)Nc1cccc(S(=O)(=O)N2CCCC2)c1	-6	-1.4	-5	5	-14	0	-20	-8	-7	-5
